# Source: PubChem BioAssay (several laboratories)
# T cell modulator: T cell immune modulators affecting CD8 T cell-vesicle binding. 2C CD8+ T cell-vesicle binding, flow cytometry; active compounds read low. calls only at 7 µM. actives 0.068% (n = 330,000). AID 2052;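 active means response, share of CD8 T cells binding vesicles, and their 90th percentile fluorescence all below set limits, cut at about 80% in these data, passing the limit was not always enough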
#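 Material: murine 2C transgenic CD8+ T lymphocytes / Also added: QL9-peptide-loaded Drosophila micro-vesicles bearing Ld, ICAM-1 and B7-1 / Schedule: binding step 1.5 h, 37 °C, antibody labelling 20 min, ice / Signal: flow cytometry, PE anti-B7-1 (FL2) versus Alexa647 anti-CD8 (FL8), PFA-fixed / Evaluation: percent CD8+ FL2 mean versus row control / Benchmarks: naked versus QL9-loaded vesicles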
# Lipid droplet: modulators of hepatic lipid droplet formation | AML12 mouse hepatocytes, oleate lipid droplets, BODIPY imaging | inhibition, % at 6.5 µM | actives 0.4% (n = 240,000) | AID 1656;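 active means lipid droplet intensity inhibited by at least 50%, with more than 500 cells counted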
#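 Material – mouse AML12 hepatocyte cell line, fixed after treatment · Compound dosing – one dose, 6.5 µM compound · Times – compound with oleate, overnight · Measured by – Image-based BODIPY and DAPI two-channel analysis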
# Ins promoter up: MIN6 insulin promoter up-regulation. MIN6 insulin promoter-GFP reporter, high-content imaging; active compounds read high. z-score at 5 µM. actives 0.3% (n = 190,000). AID 1625;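 active means z-score above 3 at 5 µM with at least 500 cells counted in the well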
# Myeloid diff MLP: myeloid differentiation induction; ER-HoxA9 myeloid progenitors, lysozyme-GFP differentiation, flow cytometry; calls only at 10 µM; actives 1% (n = 360,000);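 active means normalized GFP-positive differentiation at or above the plate's own cutoff, the solvent-only control mean plus 3 SD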;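 further: cells exposed to compound for four days before flow analysis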
# bCat nuc transl: alters nuclear translocation of beta-catenin in HeLa cells | AID 1665 | actives 0.3% (n = 190,000) | immunofluorescence imaging | nuclear translocation activity, % at 5 µM;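 active means nuclear translocation activity above 50% at 5 µM, with a well cell count of 50 or more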;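 further: per-cell ratio of nuclear to cytoplasmic median beta-catenin stain intensity; plate controls were DMSO negative control for no effect and GSK-3 inhibitor IX positive control for full effect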
#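 test system = HeLa cells, endogenous beta-catenin | dosing = single 5 µM dose plus 0.02–20 µM confirmation series | times = compound treatment 24 h, 37°C, 5% CO2 | technique = beta-catenin immunofluorescence imaging with DAPI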
# WT yeast gro inh: growth inhibition of WT yeast, mitochondrial fusion screen; actives 2.1% (n = 190,000); inhibition, % at 10 µM; mitochondrial fusion phenotypic screen, WT strain; in the data active means inhibition above about 58%; tested in S. cerevisiae
# MT stabilize HCS: microtubule stabilization, imaging screen; HeLa tubulin immunostaining HCS, 24 h; share of cells brighter than vehicle mean+2SD; % tubulin-high responders, % at 10 µM; actives 0.83% (n = 200,000);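 active means plate Z-score above 3 for both tubulin-high and condensed-nucleus cell shares, with cell loss under 80%, at 10 µM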;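 further: anti alpha tubulin signal scored within the nucleus-defined area of each cell; some results filed as inactive read as strong as hits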
# West Nile virus CPE: inhibition of WNV-induced cytopathic effect – cell-based, CPE readout (AID 1621); actives 0.02% (n = 290,000); one-dose CPE inhibition, % at 10 µM; IC50 in µM for titrated hits; West Nile virus-infected cells, CPE inhibition; higher % means a stronger effect; in the data active means a potency from the dose series; further: strong numbers were not always called active
# Autophagy mod: alters autophagy in cells; MEF GFP-LC3 puncta imaging; test concentration mostly 10 µM; calls only at 10 µM (by protocol); actives 0.98% (n = 190,000);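 active means percentage of spot-positive cells more than 3 SD above its plate mean, without a fluorescence outlier flag or 80% toxicity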;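 further: spot-positive cell cutoff set from DMSO-treated cells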
# WT yeast gro inh mutant strain: further read-out of WT yeast gro inh, marked with its call; inhibition, %; mitochondrial fusion phenotypic screen, mutant strain inhibition
# Ins promoter up cell count: recorded beside Ins promoter up, whose call it bears; cell count; measured here: cytotoxicity, nuclei count;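 total cells summed across four imaged fields per well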
# Lipid droplet cells 6.5 µM: also measured in Lipid droplet; calls as there; cell count; measured here: cell count, cytotoxicity flag;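 cells counted across two imaged fields per well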
# bCat nuc transl cell count 5 µM: recorded beside bCat nuc transl, whose call it bears; cell count; measured here: cell count, cytotoxicity flag
# T cell modulator vesicle-bound %: further read-out of T cell modulator, marked with its call; double positive events, %; measured here: CD8+ vesicle-bound cell fraction;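 binding gate set so that unloaded-vesicle control wells show 10% double positive cells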
# MT stabilize HCS Hoechst-high %: recorded beside MT stabilize HCS, whose call it bears; % Hoechst-high responders; measured here: nuclear condensation Hoechst responders;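 share of cells brighter than vehicle mean plus two SD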
# MT stabilize HCS cytotoxicity %: second read-out of MT stabilize HCS, no call of its own (marks repeat the call); toxicity, %; measured here: cytotoxicity by cell density;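 0% = mean cell density of plate MIN control wells and 100% = no cells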
# Autophagy mod cell loss 18 h: recorded beside Autophagy mod, whose call it bears; toxicity, %; measured here: cell loss, nuclei count;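 cell loss after 18 h compound exposure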
# Myeloid diff MLP GFP+ MAC1+ %: second read-out of Myeloid diff MLP, no call of its own (marks repeat the call); GFP+ MAC1+ double positive, %; measured here: differentiation confirmed by MAC1 staining
# Active calls of the source: *; i = inactive; / = not tested or not shown.
SMILES,T cell modulator,T cell modulator vesicle-bound %,Lipid droplet,Lipid droplet cells 6.5 µM,Ins promoter up,Ins promoter up cell count,Myeloid diff MLP,Myeloid diff MLP GFP+ MAC1+ %,bCat nuc transl,bCat nuc transl cell count 5 µM,WT yeast gro inh,WT yeast gro inh mutant strain,MT stabilize HCS,MT stabilize HCS Hoechst-high %,MT stabilize HCS cytotoxicity %,West Nile virus CPE,Autophagy mod,Autophagy mod cell loss 18 h
COc1ccc(C(=O)NNC(=O)CCC(=O)Nc2cc(C)on2)cc1,i,37,5,632,0.45,1375,i,0.3,-3.5,563,-2,19,1.8,3.5,9.0,0.2%,i,-1
CCN1CCN(C(=O)c2oc(=O)c3ccccc3c2-c2ccc(C)cc2)CC1,i,64,-8,654,/,/,i,0.8,-2.0,1120,3,-3,3.3,3.5,5.2,-0.5%,i,-14
Cn1cccc1/C=N/NC(=O)c1ccn[nH]1,i,29,9,691,0.4,1173,i,0.2,-1.2,1138,3,31,2.6,2.3,4.5,-0.3%,i,-3
CCOc1ccc(S(=O)(=O)N2CCN(c3ccccc3F)CC2)c2cccnc12,i,47,/,/,-0.5,1274,i,0.3,0.3,532,16,23,3.5,1.4,6.2,-1.8%,i,22
O=c1[nH]c(CN2CCN(S(=O)(=O)c3ccc(Cl)cc3)CC2)nc2cc(Cl)ccc12,i,5,17,687,-0.64,1425,i,0.6,-1.2,1082,15,-2,6.3,1.9,8.0,-0.7%,i,6
Cn1c(-c2ccccc2)nc2cnccc21,i,33,-8,690,0.07,1213,i,0.8,0.8,1348,/,/,/,/,/,1.5%,/,/
CCCC(=O)Nc1ccc(NC(=O)c2cccs2)cn1,i,18,7,701,-0.21,1223,i,1.1,/,/,2,-18,3.2,1.4,3.5,0.2%,i,-5
COCC(COCCCNC(=O)Nc1ccc(Br)cc1)OC (stereo unspecified),i,4,/,/,0.16,1136,i,0.7,-2.8,813,-1,2,6.7,1.1,7.6,0.1%,i,18
COc1ccc(S(=O)(=O)Nc2cc(C)cc(C)n2)c2ccccc12,i,63,-16,714,0.55,1351,i,1.2,0.2,1003,-6,-8,2.0,2.2,2.1,-0.7%,i,-6
COc1ccc2[nH]c3c(=O)n(Cc4ccc(C(=O)NCC5CCCO5)cc4)c(=S)[nH]c3c2c1 (stereo unspecified),i,31,32,687,-0.2,1216,i,0.4,0.9,1216,-3,1,5.5,2.3,2.2,-0.5%,i,-1
Cc1ccc(-n2c(SCC(=O)Nc3ccc4cn[nH]c4c3)nnc2-c2ccco2)cc1,i,7,0,810,-0.37,1280,i,1.1,-1.0,1167,-6,-17,4.4,2.2,3.1,-0.3%,i,3
O=C(CSc1nnc2ccccn12)NC(=O)NC1CCCC1,i,28,1,522,-0.19,2073,i,3.2,-6.8,1127,4,20,4.0,3.2,11,-0.2%,i,-13
Cc1ccc(-c2nnnn2C2C/C(=N\NC(N)=S)C3OCC2O3)cc1 (stereo unspecified),i,27,0,682,-0.11,1160,i,0.4,-0.8,1077,11,-13,2.7,2.7,6.5,-0.9%,i,-10
COc1ccc(C(=O)NC2CCN(C(=O)Nc3ccccc3Cl)CC2)cc1,i,44,-5,674,-0.58,1198,i,1.1,-0.2,1086,-3,-14,2.7,1.8,9.5,-1.2%,i,16
O=C(Nc1c2c(nn1-c1ccc(F)cc1)CS(=O)C2)C12CC3CC(CC(C3)C1)C2 (stereo unspecified),i,31,/,/,-0.58,1334,i,0.9,-8.5,953,6,-1,1.8,1.8,5.7,0.0%,i,0
O=C(Cc1cccc2ccccc12)NCCC1=CCCCC1,i,26,-11,679,-0.27,1281,i,0.6,0.9,841,-5,6,5.0,2.2,8.6,-0.7%,i,3
O=C(N/N=C/c1ccccc1)c1ccc(-c2ccccc2)cc1,i,66,6,820,/,/,i,0.3,/,/,/,/,/,/,/,0.0%,/,/
Cc1ccc(C(=O)N/C(=C\c2cccc([N+](=O)[O-])c2)C(=O)NCc2ccncc2)cc1,i,48,-5,576,0.11,1305,i,0.4,-4.3,528,-2,1,2.5,2.3,1.9,-0.5%,i,-5
CC(=O)N1CCc2cc(S(=O)(=O)NC(CC(C)C)C(=O)Nc3cc(C)ccn3)ccc21 (stereo unspecified),i,46,-8,747,-0.56,1276,i,0.7,-0.9,1044,-7,3,6.6,2.9,7.1,-0.7%,i,-11
COc1cccc(CNC(=O)CCC2CCCN(Cc3cc4ccccc4o3)C2)c1 (stereo unspecified),i,61,-12,583,/,/,i,0.3,0.9,1550,0,-11,3.1,1.8,7.7,-1.3%,i,13
COc1ccc(Nc2nc(=O)[nH]nc2C)cc1,i,49,-14,775,/,/,i,7.0,-14,937,1,-13,4.1,2.5,9.9,-0.1%,i,2
COc1ccc(N(C)C(=O)c2ccc(NC(=O)CCS(=O)(=O)c3cccs3)cc2)cc1,i,44,-5,800,/,/,i,0.6,/,/,/,/,/,/,/,-0.1%,/,/
Cc1ccc(NC(=O)CSc2nccn2C)cc1S(=O)(=O)N1CCOCC1,i,32,-10,560,0.11,1327,i,0.3,-0.8,958,-26,8,2.6,2.7,5.6,-0.7%,i,-2
Nc1nc(NC2CCCCC2)nc(NCCO)c1[N+](=O)[O-],i,28,-5,858,/,/,i,0.9,/,/,/,/,/,/,/,1.6%,/,/
C=CCNC(=O)c1cc(Cl)cc(Cl)c1,i,37,5,676,0.16,1237,i,0.2,-1.7,1088,5,1,2.4,3.0,6.9,0.1%,i,5
Cc1ccc(C)c(N2CCN(S(=O)(=O)c3ccc4[nH]c(=O)ccc4c3)CC2)c1,i,45,2,741,/,/,i,3.7,/,/,/,/,/,/,/,-0.7%,/,/
NC(=O)COC(=O)C(Cc1ccccc1)NS(=O)(=O)c1ccccc1F (stereo unspecified),i,53,/,/,/,/,i,1.1,-0.8,1201,/,/,/,/,/,0.2%,/,/
Cc1ccc(NC(=O)CSc2nnc(-c3cnccn3)n2C)cc1C,i,31,-6,638,/,/,i,1.4,/,/,/,/,/,/,/,-0.5%,/,/
CCOC(=O)c1nn(-c2ccc(C)c(C)c2)c(=O)c(C#N)c1C,i,52,-11,821,/,/,i,0.3,/,/,/,/,/,/,/,0.0%,/,/
CC(/C=C1\NC(=S)NC1=O)=C\c1ccccc1,i,15,8,842,0.79,1232,i,0.5,0.4,1174,/,/,/,/,/,-0.3%,/,/

# Three compounds from above, sorted by the value under WT yeast gro inh mutant strain, ascending:
compound,T cell modulator,T cell modulator vesicle-bound %,Myeloid diff MLP GFP+ MAC1+ %,WT yeast gro inh mutant strain,MT stabilize HCS Hoechst-high %,West Nile virus CPE
CCN1CCN(C(=O)c2oc(=O)c3ccccc3c2-c2ccc(C)cc2)CC1,i,64,0.8,-3,3.5,-0.5%
COc1ccc2[nH]c3c(=O)n(Cc4ccc(C(=O)NCC5CCCO5)cc4)c(=S)[nH]c3c2c1 (stereo unspecified),i,31,0.4,1,2.3,-0.5%
Cn1cccc1/C=N/NC(=O)c1ccn[nH]1,i,29,0.2,31,2.3,-0.3%

# Next structures.
SMILES,T cell modulator,T cell modulator vesicle-bound %,Lipid droplet,Lipid droplet cells 6.5 µM,Ins promoter up,Ins promoter up cell count,Myeloid diff MLP,Myeloid diff MLP GFP+ MAC1+ %,bCat nuc transl,bCat nuc transl cell count 5 µM,WT yeast gro inh,WT yeast gro inh mutant strain,MT stabilize HCS,MT stabilize HCS Hoechst-high %,MT stabilize HCS cytotoxicity %,West Nile virus CPE,Autophagy mod,Autophagy mod cell loss 18 h
CN(C)c1ccc(C(C(=O)NC2CCCC2)N(C(=O)c2csnn2)C2CC2)cc1 (stereo unspecified),i,48,-5,815,/,/,i,0.3,/,/,/,/,/,/,/,-0.9%,/,/
CCC(C)NC(=O)C1CCCN1S(=O)(=O)c1ccc(Cl)cc1 (stereo unspecified),i,24,-2,725,0.39,1200,i,6.1,0.0,1101,15,2,2.4,1.4,6.4,-0.8%,i,2
CN(C)C(=O)COC(=O)c1ccccc1OCC(=O)Nc1ccc(SC(F)F)cc1,i,5,1,696,0.78,1260,i,0.5,-0.7,573,0,-25,2.7,2.4,9.3,-0.6%,i,0
COc1ccc(NC(=O)CC2Oc3ccccc3NC2=O)c(OC)c1 (stereo unspecified),i,46,-13,645,/,/,i,0.7,/,/,/,/,/,/,/,-0.3%,/,/
COC(=O)C1C2C=CC3(CN(c4ccc(Cl)c(F)c4)C(=O)C13)O2 (stereo unspecified),i,21,-17,628,-0.11,1701,i,0.9,-1.8,1092,3,3,4.0,3.0,4.5,0.4%,i,-12
CC1CC(C)CN(S(=O)(=O)c2ccc(Oc3ccc([N+](=O)[O-])cc3)cc2)C1 (stereo unspecified),i,43,-12,551,/,/,i,0.4,-1.1,1154,20,-1,4.2,1.5,16,-0.1%,i,-16

# 3 entries out of the list, sorted by molecular weight, falling:
SMILES,T cell modulator,T cell modulator vesicle-bound %,Lipid droplet,Lipid droplet cells 6.5 µM,Ins promoter up,Ins promoter up cell count,Myeloid diff MLP,Myeloid diff MLP GFP+ MAC1+ %,bCat nuc transl,bCat nuc transl cell count 5 µM,WT yeast gro inh,WT yeast gro inh mutant strain,MT stabilize HCS,MT stabilize HCS Hoechst-high %,MT stabilize HCS cytotoxicity %,West Nile virus CPE,Autophagy mod,Autophagy mod cell loss 18 h
CN(C)C(=O)COC(=O)c1ccccc1OCC(=O)Nc1ccc(SC(F)F)cc1,i,5,1,696,0.78,1260,i,0.5,-0.7,573,0,-25,2.7,2.4,9.3,-0.6%,i,0
CC1CC(C)CN(S(=O)(=O)c2ccc(Oc3ccc([N+](=O)[O-])cc3)cc2)C1 (stereo unspecified),i,43,-12,551,/,/,i,0.4,-1.1,1154,20,-1,4.2,1.5,16,-0.1%,i,-16
COc1ccc(NC(=O)CC2Oc3ccccc3NC2=O)c(OC)c1 (stereo unspecified),i,46,-13,645,/,/,i,0.7,/,/,/,/,/,/,/,-0.3%,/,/
